Lipid droplet = hepatic lipid droplet formation modulation | AML12 mouse hepatocytes, oleate lipid droplets, BODIPY imaging | inhibition, % at 6.5 µM | 0.4% of 240,000 active | AID 1656;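 active = lipid droplet intensity inhibited by at least 50%, with more than 500 cells counted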
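Test system: AML12 hepatocytes (mouse); reagent: oleate loading, 100 µM; dosing: one dose, 6.5 µM compound; incubation: overnight exposure; signal: fluorescence imaging, 20x objective, two fields per well; read-out basis: % inhibition of corrected integrated BODIPY droplet signal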
Ins promoter up = MIN6 insulin promoter up-regulation; AID 1625; z-score at 5 µM; 0.3% of 190,000 active; MIN6 insulin promoter-GFP reporter, high-content imaging; active compounds read high;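 active = z-score above 3 at 5 µM with at least 500 cells counted in the well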
WT yeast gro inh = growth inhibition of WT yeast, mitochondrial fusion screen | mitochondrial fusion phenotypic screen, WT strain | inhibition, % at 10 µM | 2.1% of 190,000 active; in the data active = inhibition above about 58%; tested in S. cerevisiae
Dynein transport = dynein cargo transport inhibition; 3617.4 mouse cells, GR-EGFP nuclear translocation imaging; test concentration mostly 20 µM; stimulated with dexamethasone, 1 µM; active compounds read low; z-score, hits read low; 0.47% of 220,000 active; AID 1381;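 active = plate z-score of nuclear minus cytoplasmic receptor signal below a set negative limit, without overly bright fluorescence or cell loss, cut at about -3.5 in these data, passing the limit was not always enough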;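 also: z-score of nuclear minus cytoplasmic ring GR-EGFP intensity difference per well; some compounds called inactive have numbers as strong as hits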
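Medium: Induction medium lacking tetracycline, stripped serum | Probe or stimulus: 1.0 µM final dexamethasone stimulus | Schedule: 48 h induction, then 1 h compound, then 30 min agonist, 37 °C | Signal: Automated 10x imaging of fixed Hoechst-stained cells | Evaluation: Per-cell GR-EGFP intensity, nucleus versus surrounding cytoplasmic ring, well-averaged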
bCat nuc transl = alters nuclear translocation of beta-catenin in HeLa cells | immunofluorescence imaging | nuclear translocation activity, % at 5 µM | 0.3% of 190,000 active;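 active = nuclear translocation activity above 50% at 5 µM, with a well cell count of 50 or more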;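 also: per-cell ratio of nuclear to cytoplasmic median beta-catenin stain intensity; plate controls were DMSO negative control for no effect and GSK-3 inhibitor IX positive control for full effect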
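Test system: HeLa cells, endogenous beta-catenin; Compound: single 5 µM dose plus 0.02–20 µM confirmation series; Times: compound exposure 24 h at 37°C; Signal: fluorescence imaging of beta-catenin antibody stain plus DAPI; Read-out: % activation, nuclear-to-cytoplasmic median beta-catenin signal ratio per cell.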
ER stress rescue = protection against thapsigargin-triggered cell killing – 384-well, CSM14.1, ATP luminescence, primary screen (AID 1222); cellular ATP content (survival), % at 20 µM, or EC50 in µM where a hit was titrated; CSM14.1 thapsigargin-induced death rescue, ATP luminescence; higher % means a stronger effect; 190,000 tested, under 10 active;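 active = EC50 below 50 µM in the dose-response confirmation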;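 also: death triggered by thapsigargin at about 15 µM added after 2 h compound pretreatment; cell ATP read after overnight thapsigargin exposure of roughly 18 to 22 hours; normalized against plate controls of thapsigargin alone and 5% DMSO vehicle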
XIAP antagonists = small molecules displacing peptide from XIAP – biochemical, IAP family, fluorescence polarization (AID 1018); XIAP BIR domain, fluorescence polarization peptide displacement; higher % means a stronger effect; displacement, % at 20 µM; hits with a dose series show IC50 in µM; 0.007% of 200,000 active; in the data active = displacement above about 50%; also: a part of the inactive calls stands beside numbers as strong as those of hits
Autophagy HCS = autophagy modulation, high-content screen; MEF GFP-LC3 puncta imaging; test concentration mostly 10 µM; calls only at 10 µM (by protocol); 0.98% of 190,000 active; AID 463193;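 active = percentage of spot-positive cells more than 3 SD above its plate mean, without a fluorescence outlier flag or 80% toxicity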;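 also: spot-positive cell cutoff set from DMSO-treated cells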
MT stabilizer = microtubule stabilizers in HeLa cells | AID 2205 | 0.83% of 200,000 active | % tubulin-high responders, % at 10 µM | HeLa tubulin immunostaining HCS, 24 h; share of cells brighter than vehicle mean+2SD;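 active = plate Z-score above 3 for both tubulin-high and condensed-nucleus cell shares, with cell loss under 80%, at 10 µM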;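 also: anti alpha tubulin signal scored within the nucleus-defined area of each cell; some results filed as inactive read as strong as hits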
WT yeast gro inh mutant strain = second read-out of WT yeast gro inh, no call of its own (marks repeat the call); inhibition, %; mitochondrial fusion phenotypic screen, mutant strain inhibition
Dynein transport cytoplasmic EGFP = further read-out of Dynein transport, marked with its call; z-score; measured here: cytoplasmic GR-EGFP intensity; active compounds read high
Dynein transport nuclear GR-EGFP = second read-out of Dynein transport, no call of its own (marks repeat the call); z-score; measured here: nuclear GR-EGFP intensity;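 lower value marks the stronger effect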
Dynein transport cell count = further read-out of Dynein transport, marked with its call; z-score; measured here: cell count per field
Ins promoter up cell count = recorded beside Ins promoter up, whose call it bears; cell count; measured here: cytotoxicity, nuclei count;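 total cells summed across four imaged fields per well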
Lipid droplet cells 6.5 µM = recorded beside Lipid droplet, whose call it bears; cell count; measured here: cell count, cytotoxicity flag;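 cells counted across two imaged fields per well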
bCat nuc transl cell count 5 µM = also measured in bCat nuc transl; calls as there; cell count; measured here: cell count, cytotoxicity flag
MT stabilizer Hoechst-high % = further read-out of MT stabilizer, marked with its call; % Hoechst-high responders; measured here: nuclear condensation Hoechst responders;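 share of cells brighter than vehicle mean plus two SD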
MT stabilizer cytotoxicity % = second read-out of MT stabilizer, no call of its own (marks repeat the call); toxicity, %; measured here: cytotoxicity by cell density;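 0% = mean cell density of plate MIN control wells and 100% = no cells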
Autophagy HCS cell loss 18 h = second read-out of Autophagy HCS, no call of its own (marks repeat the call); toxicity, %; measured here: cell loss, nuclei count;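 cell loss after 18 h compound exposure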
* marks the source's active call; other numbers are inactive results.

For COc1ccc(Cl)cc1NC(=O)C1CSC(c2ccncc2)=N1 (stereo not drawn) the results were Lipid droplet -2.0, Ins promoter up -1.31, WT yeast gro inh 19.1, Dynein transport 1.6, bCat nuc transl 1.6, ER stress rescue 0.0%, XIAP antagonists -0.2%, Autophagy HCS inactive, MT stabilizer 2.4, WT yeast gro inh mutant strain -6.6, Dynein transport cytoplasmic EGFP -0.064, Dynein transport nuclear GR-EGFP 1.87, Dynein transport cell count -1.34, Ins promoter up cell count 982, Lipid droplet cells 6.5 µM 755, bCat nuc transl cell count 5 µM 472, MT stabilizer Hoechst-high % 1.1, MT stabilizer cytotoxicity % 5.6 and Autophagy HCS cell loss 18 h 17.7.
`O=C(OCC(=O)N1CCc2ccccc21)c1cncc(Br)c1` gave Lipid droplet 5.7, Ins promoter up 1.28, WT yeast gro inh 4.2, Dynein transport -0.535, bCat nuc transl -0.6, ER stress rescue -2.2%, XIAP antagonists -8.9%, Autophagy HCS inactive, MT stabilizer 4.1, WT yeast gro inh mutant strain 2.8, Dynein transport cytoplasmic EGFP -0.301, Dynein transport nuclear GR-EGFP 0.00618, Dynein transport cell count 1.2, Ins promoter up cell count 1561, Lipid droplet cells 6.5 µM 670, bCat nuc transl cell count 5 µM 973, MT stabilizer Hoechst-high % 1.4, MT stabilizer cytotoxicity % 21.3 and Autophagy HCS cell loss 18 h 7.6.
For CCOc1ccc(N(CC(=O)NN=C2CCN(C)CC2)S(C)(=O)=O)cc1 the results were Lipid droplet -3.6, Ins promoter up 0.33, WT yeast gro inh -7.1, Dynein transport -0.255, bCat nuc transl -0.1, ER stress rescue -2.4%, XIAP antagonists -7.3%, Autophagy HCS inactive, MT stabilizer 2.2, WT yeast gro inh mutant strain 2.8, Dynein transport cytoplasmic EGFP -0.218, Dynein transport nuclear GR-EGFP -0.0548, Dynein transport cell count 0.944, Ins promoter up cell count 1379, Lipid droplet cells 6.5 µM 717, bCat nuc transl cell count 5 µM 1072, MT stabilizer Hoechst-high % 1.4, MT stabilizer cytotoxicity % 5.5 and Autophagy HCS cell loss 18 h 3.7.
Screening COC(=O)c1ccc(OC(=O)C2CC(=O)N(c3cccc(C)c3)C2)cc1 (stereo not drawn) returned Lipid droplet 10.8, Ins promoter up 1.69, WT yeast gro inh 4.9, Dynein transport -1.32, ER stress rescue -2.6%, XIAP antagonists -13.4%, Autophagy HCS inactive, MT stabilizer 3.4, WT yeast gro inh mutant strain 5.9, Dynein transport cytoplasmic EGFP 1.34, Dynein transport nuclear GR-EGFP -0.226, Dynein transport cell count 0.776, Ins promoter up cell count 1224, Lipid droplet cells 6.5 µM 754, MT stabilizer Hoechst-high % 1.8, MT stabilizer cytotoxicity % 4.8 and Autophagy HCS cell loss 18 h -3.6.
For CO/N=C/C(=N\Nc1ccc(OC)cc1)C(=O)c1ccc(F)cc1 the results were Ins promoter up 0.69, WT yeast gro inh 1.2, Dynein transport -0.0429, bCat nuc transl 3.5, ER stress rescue -1.2%, XIAP antagonists -2.5%, Autophagy HCS inactive, MT stabilizer 2.5, WT yeast gro inh mutant strain 4.9, Dynein transport cytoplasmic EGFP -0.171, Dynein transport nuclear GR-EGFP 0.0424, Dynein transport cell count 0.944, Ins promoter up cell count 1102, bCat nuc transl cell count 5 µM 1039, MT stabilizer Hoechst-high % 3.3, MT stabilizer cytotoxicity % 4.7 and Autophagy HCS cell loss 18 h -3.9.
Screening Cc1nc2ccc(NC(=O)c3ccc(S(=O)(=O)N(C)C)cc3)cc2s1 returned Lipid droplet 3.2, Ins promoter up 0.18, WT yeast gro inh 0.9, Dynein transport 2.89, bCat nuc transl -2.2, XIAP antagonists -8.1%, Autophagy HCS inactive, MT stabilizer 2.8, WT yeast gro inh mutant strain 13.6, Dynein transport cytoplasmic EGFP -0.169, Dynein transport nuclear GR-EGFP 1.41, Dynein transport cell count -0.7, Ins promoter up cell count 1159, Lipid droplet cells 6.5 µM 690, bCat nuc transl cell count 5 µM 1094, MT stabilizer Hoechst-high % 1.6, MT stabilizer cytotoxicity % 0.5 and Autophagy HCS cell loss 18 h -4.0.
`COCCN(CC(=O)Nc1ccccc1)S(=O)(=O)c1ccc(S(=O)(=O)N2CCCC2)cc1` gave Ins promoter up 0.87, WT yeast gro inh 38.4, Dynein transport -0.154, bCat nuc transl -5.1, ER stress rescue -1.8%, XIAP antagonists -5.7%, Autophagy HCS inactive, MT stabilizer 1.6, WT yeast gro inh mutant strain 6.5, Dynein transport cytoplasmic EGFP 0.537, Dynein transport nuclear GR-EGFP 0.277, Dynein transport cell count 0.0934, Ins promoter up cell count 1177, bCat nuc transl cell count 5 µM 994, MT stabilizer Hoechst-high % 2.1, MT stabilizer cytotoxicity % 15.0 and Autophagy HCS cell loss 18 h -26.4.
CC1CCc2c(sc(NC(=O)c3ccccc3C(=O)O)c2C#N)C1 (stereo not drawn) was read as Lipid droplet 7.2, Ins promoter up -0.08, WT yeast gro inh 15.8, Dynein transport -0.0446, bCat nuc transl 0.2, ER stress rescue -2.8%, XIAP antagonists -8.8%, Autophagy HCS inactive, MT stabilizer 1.6, WT yeast gro inh mutant strain -6.3, Dynein transport cytoplasmic EGFP -0.256, Dynein transport nuclear GR-EGFP 0.0249, Dynein transport cell count 0.608, Ins promoter up cell count 1465, Lipid droplet cells 6.5 µM 705, bCat nuc transl cell count 5 µM 1030, MT stabilizer Hoechst-high % 2.4, MT stabilizer cytotoxicity % 7.1 and Autophagy HCS cell loss 18 h 5.6.
Screening CCc1ccc[n+](-c2[nH]c(=O)sc2/C=N/N=C(\[O-])CCn2c3ccccc3c3ccccc32)c1 returned Lipid droplet -5.6, Ins promoter up 0.13, Dynein transport -0.528, bCat nuc transl 1.4, Dynein transport cytoplasmic EGFP -0.234, Dynein transport nuclear GR-EGFP -0.366, Dynein transport cell count 1.47, Ins promoter up cell count 1107, Lipid droplet cells 6.5 µM 822 and bCat nuc transl cell count 5 µM 1290.
`CC(C)(C)n1nnnc1C(c1cccc(C#N)c1)N1CCN2CCCC2C1` (stereo not drawn) gave Lipid droplet -1.2, Ins promoter up 0.53, WT yeast gro inh 1.4, Dynein transport -0.317, bCat nuc transl -3.6, ER stress rescue -0.7%, XIAP antagonists -3.1%, Autophagy HCS inactive, MT stabilizer 0.4, WT yeast gro inh mutant strain 4.5, Dynein transport cytoplasmic EGFP -0.185, Dynein transport nuclear GR-EGFP -0.192, Dynein transport cell count 0.203, Ins promoter up cell count 1192, Lipid droplet cells 6.5 µM 777, bCat nuc transl cell count 5 µM 1206, MT stabilizer Hoechst-high % 1.7, MT stabilizer cytotoxicity % 10.0 and Autophagy HCS cell loss 18 h -1.4.
For Cc1cc(C(=O)CCl)c(C)n1CCc1ccc(F)cc1 the results were Lipid droplet 14.9, Ins promoter up 0.24, WT yeast gro inh 3.5, Dynein transport 0.887, bCat nuc transl 1.4, ER stress rescue -1.3%, XIAP antagonists 1.9%, Autophagy HCS inactive, MT stabilizer 1.1, WT yeast gro inh mutant strain -5.7, Dynein transport cytoplasmic EGFP 0.143, Dynein transport nuclear GR-EGFP 0.638, Dynein transport cell count -1.95, Ins promoter up cell count 914, Lipid droplet cells 6.5 µM 663, bCat nuc transl cell count 5 µM 1069, MT stabilizer Hoechst-high % 2.1, MT stabilizer cytotoxicity % 12.9 and Autophagy HCS cell loss 18 h 6.9.
For COC(=O)c1ccccc1NC(=O)N1CCN(c2ccccc2)CC1 the results were Lipid droplet -0.9, Ins promoter up -1.15, WT yeast gro inh 34.7, Dynein transport -0.366, bCat nuc transl -0.2, ER stress rescue 0.9%, XIAP antagonists -0.8%, Autophagy HCS inactive, MT stabilizer 2.4, WT yeast gro inh mutant strain 21.9, Dynein transport cytoplasmic EGFP -0.236, Dynein transport nuclear GR-EGFP -0.184, Dynein transport cell count 0.923, Ins promoter up cell count 1424, Lipid droplet cells 6.5 µM 716, bCat nuc transl cell count 5 µM 1455, MT stabilizer Hoechst-high % 2.2, MT stabilizer cytotoxicity % 5.9 and Autophagy HCS cell loss 18 h -29.2.
For CC(=O)Nc1nonc1-c1nc2ccccc2n1Cc1ccccc1 the results were Lipid droplet -3.1, Ins promoter up 0.56, WT yeast gro inh -0.6, Dynein transport 0.258, bCat nuc transl 1.2, ER stress rescue -1.5%, XIAP antagonists -6.9%, Autophagy HCS inactive, MT stabilizer 3.8, WT yeast gro inh mutant strain -4.7, Dynein transport cytoplasmic EGFP -0.161, Dynein transport nuclear GR-EGFP 0.601, Dynein transport cell count 0.564, Ins promoter up cell count 1846, Lipid droplet cells 6.5 µM 617, bCat nuc transl cell count 5 µM 1039, MT stabilizer Hoechst-high % 2.2, MT stabilizer cytotoxicity % 6.3 and Autophagy HCS cell loss 18 h 15.9.
`CC(C)c1ccc(NC(=O)N2CCN(S(=O)(=O)c3ccccc3)CC2)cc1` gave Lipid droplet -11.4, Ins promoter up 0.19, WT yeast gro inh -0.8, Dynein transport 0.914, bCat nuc transl 0.3, ER stress rescue 0.7%, XIAP antagonists 3.9%, Autophagy HCS inactive, MT stabilizer 3.2, WT yeast gro inh mutant strain -19.2, Dynein transport cytoplasmic EGFP -0.294, Dynein transport nuclear GR-EGFP -0.0996, Dynein transport cell count 0.201, Ins promoter up cell count 1486, Lipid droplet cells 6.5 µM 759, bCat nuc transl cell count 5 µM 1445, MT stabilizer Hoechst-high % 2.6, MT stabilizer cytotoxicity % 5.1 and Autophagy HCS cell loss 18 h 59.7.

From PubChem
